Source: PubChem BioAssay (National Center for Advancing Translational Sciences (NCATS))
TDP1 block = blocks human tyrosyl-DNA phosphodiesterase 1; Q9NUW8; recombinant TDP1, AlphaScreen DNA substrate cleavage; Potency, µM (titrated, usually from 130 µM), without a hit: top-dose activity change, negative = inhibition, hits mostly inhibitors; 350,000 tested, 0.28% active; AID 485290; note: nearly all actives have a fitted effect of over 40% in size
Target sequence (Q9NUW8 whole entry, looked up): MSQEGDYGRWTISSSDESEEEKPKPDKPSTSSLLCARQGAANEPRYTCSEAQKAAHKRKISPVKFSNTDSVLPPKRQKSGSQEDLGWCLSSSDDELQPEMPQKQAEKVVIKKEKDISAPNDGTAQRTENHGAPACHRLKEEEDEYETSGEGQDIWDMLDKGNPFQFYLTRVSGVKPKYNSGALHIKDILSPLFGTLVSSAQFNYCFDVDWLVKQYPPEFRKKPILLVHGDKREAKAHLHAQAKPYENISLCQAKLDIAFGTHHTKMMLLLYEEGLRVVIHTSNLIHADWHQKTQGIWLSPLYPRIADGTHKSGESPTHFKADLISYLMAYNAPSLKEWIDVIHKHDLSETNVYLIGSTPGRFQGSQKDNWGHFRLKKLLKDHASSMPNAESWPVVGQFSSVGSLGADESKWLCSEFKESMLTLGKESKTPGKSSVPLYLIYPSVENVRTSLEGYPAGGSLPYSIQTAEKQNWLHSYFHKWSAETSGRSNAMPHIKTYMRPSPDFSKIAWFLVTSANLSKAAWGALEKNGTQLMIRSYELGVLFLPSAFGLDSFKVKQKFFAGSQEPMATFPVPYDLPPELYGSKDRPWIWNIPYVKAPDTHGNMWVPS
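AlphaScreen read-out: signal falls as enzyme removes the 3' tyrosine-FITC from a 5'-biotinylated DNA oligo (15 nM, 5 min, RT). Enzyme was E. coli-made recombinant Tdp1 at 1 nM, exposed to compound for 15 min beforehand; beads 10 ug/ml, 10 min.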
TDP1 cell CPT = growth inhibition of DT40 Tdp1-/-;hTDP1 cells with camptothecin (screen for TDP1 inhibitors) | Potency, µM (titrated, usually from 46.2 µM), without a hit: at the top dose activity change, negative = growth inhibition, most hits filed as inhibitors | 420,000 tested, 12% active | AID 686979 | chicken DT40 Tdp1-/-;hTDP1 cells + 20 nM CPT, ATP luminescence, 48 h; note: nearly all actives have a fitted effect of over 55% in size
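Chicken DT40 Tdp1-/- cells complemented with human TDP1, 400 cells/well, exposed to compounds plus 20 nM camptothecin for at least 48 h at 37 C; viability read as ATP content by CellTiter-Glo luminescence.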
DT40 TDP1 no CPT = qHTS for Inhibitors of human tyrosyl-DNA phosphodiesterase 1 (TDP1): qHTS in cells in absence of CPT | Potency, µM (top dose mostly 46.2 µM), without a hit: at the highest dose activity change, negative = growth inhibition, usual class: inhibitors | DT40 Tdp1-/- hTDP1 cells, no CPT, ATP luminescence, 48 h | 420,000 tested, 15% active; note: nearly all actives have a fitted effect of over 55% in size
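Compound effects on proliferation are scored in DT40 Tdp1-/-;hTDP1 cells in the absence of CPT. ATP levels (CellTiter-Glo luminescence) are recorded after a ≥48 hr, 37 °C incubation.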
* hit, by the source's call; ? = inconclusive; / = not tested or not shown; & = joins results of further samples; [ ] = dose if it differs, or a comment. Calls come from the whole dose curve; as a rule, active = well fitted curve in the direction sought with a large enough effect; inconclusive = small, poorly fitted or top-dose-only effect, or another doubt; inactive = no such curve, though single readings can be large; an effect the other way counts as inactive or inconclusive. % is set by controls: 0 for no effect and ±100 for the full control effect; potency is the fitted concentration of half-maximal effect.

compound	TDP1 cell CPT	DT40 TDP1 no CPT	TDP1 block
CCCCCCC(=O)N(O)C1CC(=O)N(c2ccc(Br)cc2)C1=O (stereo not given)	21µM*	18µM*	8%
C#CCn1c(S(=O)(=O)Cc2ccc(OC)cc2)nc(-c2ccccc2)c1-c1ccccc1	?	?	2%
CC1(C)OC2OC3C(CNCCO)OC(c4ccccc4)OC3C2O1 (stereo not given)	-11%	3%	/
C=CCc1ccccc1OCCNCc1ccccc1	?	16µM*	-5%
COC(=O)CC(=O)CSc1nc2cc(C(=O)NC(C)C)ccc2c(=O)n1CCc1ccccc1	?	23µM*	5%
Cc1ccc(Cn2c(CNS(=O)(=O)c3cccc([N+](=O)[O-])c3)nc3cccnc32)cc1	?	?	9%
CS(=O)(=O)N1CCN(Cc2ccccc2C(F)(F)F)CC1	-12%	-17%	5%
COc1ccc(N2CCN(CCCNC(=O)C3CCC(CNc4nc(=S)[nH]c5ccccc45)CC3)CC2)cc1 (stereo not given)	?	23µM*	8%
Cc1ccc(Nc2nc(CSc3nnc(-c4cccnc4)n3-c3ccccc3F)cs2)cc1	-9%	-29%	3%
CC(CCc1ccc(O)cc1)NC1C2CC3CC(C2)CC1C3 (stereo not given)	-19%	?	0%
CN1CCN(CCNC(=O)c2ccc3nc(-c4ccc(F)cc4)c(-c4ccc(F)cc4)nc3c2)CC1	?	?	7%
COc1ccc(/C=N/NC(=O)Cn2nc(C)c([N+](=O)[O-])c2C)cc1	12µM*	?	5%
COc1ccc(C(=O)NC(=S)NNC(=O)c2ccco2)cc1	18µM*	21µM*	0%
Cc1cc(C)cc(NS(=O)(=O)c2ccc(NC(=S)NC(=O)c3cccs3)cc2)c1	21µM*	18µM*	0%
COc1ccc(NC(=O)COC(=O)c2ccc(Br)o2)cc1OC	-10%	-3%	0%
O=C(Nc1nccs1)C1CCN(S(=O)(=O)c2ccccc2)CC1	3%	-3%	2%
C#CCOc1c(/C=C\c2nc(O)c([N+](=O)[O-])c(=O)[nH]2)cc(Br)cc1OC	11%	1%	/
CN(C)S(=O)(=O)N1CCC(N2CCN(Cc3ccc(F)cc3)C(=O)C2=O)CC1	0%	7%	5%
Clc1ccc(CSc2nnc(-c3sccc3-n3cccc3)o2)cc1	-5%	?	2%
CCCNC(=O)C1(C)CCCN(C(=O)c2cc(C(C)(C)C)nn2C)C1 (stereo not given)	-17%	-17%	/
O=C(Cc1ccccc1)NC(C(=O)O)C(O)c1ccc([N+](=O)[O-])cc1 (stereo not given)	0%	-18%	/
O=C(CSc1ccc2nnc(-c3cccnc3)n2n1)Nc1ccc(F)cc1	10%	5%	2%
CCC1CCCCN1CC(=O)Nc1ccc2c(c1)OCCO2 (stereo not given)	-13%	?	1%
CC(=O)c1ccc(OC(=O)Cc2cccc3ccccc23)cc1	2%	9%	/
COc1ccc2cc(C(=O)NCc3ccccc3)c(=O)oc2c1	3%	-13%	2%
O=C(CN1CCN(c2ccccn2)CC1)Nc1ccc(F)c(F)c1	-6%	-9%	/
Cc1ccc(CNC(=O)COc2ccc3c(c2)CCC3)cc1	-13%	-13%	-1%
O=C1NC(CCO)C(=O)NC1CCO (stereo not given)	22%	-4%	/
CCc1nn(CCCC(=O)N2CCN(c3cccc(OC)c3)CC2)c(=O)c2cc3occc3n12	-19%	-27%	0%
C#CCN1C=CC(=O)[C@@H](OC(=O)Nc2ccccc2Br)[C@H]1c1ccccc1Br	23µM*	?	/
C[C@H](O)C(=O)Nc1c(I)c(C(=O)NC(CO)CO)c(I)c(C(=O)NC(CO)CO)c1I	4%[21.1 µM]	-27%[21.1 µM]	2%[56.1 µM]
CCc1nccn1S(=O)(=O)c1ccc(OC)c(OC)c1	2%	2%	-2%
O=C(O)CC(NC(=O)OCc1ccccc1)c1ccc(Br)cc1 (stereo not given)	-1%	2%	0%
O=C(C[C@H]1C(=O)N(Cc2ccccc2)C[C@@H]1Cc1ccccc1)Nc1ccccc1	13µM*	11µM*	/
COc1ccc(-c2ccc(C(C)=O)cc2)cc1[C@H]1[C@@H]2C=CCC[C@@]2(C)C(=O)N1Cc1ccccc1	?	-83%	1%
NC12CC3CC(CC(C3)C1)C2	-1%	-2%	8%[56.1 µM]
O=C(NCc1ccccn1)c1ccc(CNS(=O)(=O)c2ccc(F)cc2)cc1	-7%	26%	3%
CC(=O)c1ccc(NC(=O)CSCC(=O)Nc2ccc3ccccc3c2)cc1	7%	?	0%
COC(=O)c1cccnc1-n1c(=O)c2cccnc2n(Cc2cccc(OC)c2)c1=O	?	?	1%
COc1ccc(C(=O)Cn2nnc(-c3cccs3)n2)cc1	-23%	?	1%

A draw from above in order of length of the SMILES, smallest number first:
compound	TDP1 cell CPT	DT40 TDP1 no CPT	TDP1 block
CCc1nccn1S(=O)(=O)c1ccc(OC)c(OC)c1	2%	2%	-2%
O=C(O)CC(NC(=O)OCc1ccccc1)c1ccc(Br)cc1 (stereo not given)	-1%	2%	0%
CC(=O)c1ccc(NC(=O)CSCC(=O)Nc2ccc3ccccc3c2)cc1	7%	?	0%
COC(=O)c1cccnc1-n1c(=O)c2cccnc2n(Cc2cccc(OC)c2)c1=O	?	?	1%
O=C(C[C@H]1C(=O)N(Cc2ccccc2)C[C@@H]1Cc1ccccc1)Nc1ccccc1	13µM*	11µM*	/
C[C@H](O)C(=O)Nc1c(I)c(C(=O)NC(CO)CO)c(I)c(C(=O)NC(CO)CO)c1I	4%[21.1 µM]	-27%[21.1 µM]	2%[56.1 µM]
COc1ccc(-c2ccc(C(C)=O)cc2)cc1[C@H]1[C@@H]2C=CCC[C@@]2(C)C(=O)N1Cc1ccccc1	?	-83%	1%

Following part:
compound	TDP1 cell CPT	DT40 TDP1 no CPT	TDP1 block
CCc1noc(C)c1C(=O)N1CCN(S(=O)(=O)c2ccc(Br)cc2Cl)CC1	?	-8%	0%
Cc1cc(NC(=O)CCN2C(=O)C3C4CCC(C4)C3C2=O)c(C)cc1Br (stereo not given)	-26%	?	1%
Cc1nc(N)nc(Nc2ccc(C#N)cc2)c1Br	?	?	7%
Cc1ccc(CN2CCN(c3ncccn3)CC2)c(C)c1	28%	-19%	/
CCOC(=O)C1CCCN(C(=O)c2ccc3oc(CCc4ccccc4)nc3c2)C1 (stereo not given)	-27%	?	2%
COc1cccc(N2CC(=O)Nc3c(oc4nc(-c5ccccc5)cc(C)c34)C2=O)c1	-18%	?	-4%
Cn1cnc2c(ncn2C2OC(CO)C(O)C2O)c1=S (stereo not given)	8%	-8%	/
Cc1cccc(C(=O)OCC(=O)Nc2c(C)n(C)n(-c3ccccc3)c2=O)c1	-10%	2%	0%
CN(C)c1ccc(-c2cncnc2NCc2cccnc2)cc1	?	-29%	/
C[C@@H]1CN([C@H](C)CO)C(=O)CCCn2nncc2CO[C@H]1CN(C)S(=O)(=O)c1cn(C)cn1	4%	4%	/
CN1CCOc2cc(S(=O)(=O)Nc3ccc(F)cc3)ccc21	?	?	8%
O=S(=O)(NCCS(=O)(=O)N1CCN(c2ccccc2)CC1)c1ccccc1	-19%&-19%	?	-1%&9%
Cc1ccc(C(=O)Nc2ccc(S(=O)(=O)N(Cc3ccccc3)c3ccccc3)cc2)cc1	16µM*	23µM*	-5%
O=C(Cc1cccs1)NNC(=S)NC(=O)c1ccc(F)c(F)c1	21µM*	?	3%
CCc1ccc(N/C(N)=N/c2nc(CSc3ncccn3)cc(=O)[nH]2)cc1	?	13µM*	5%
COc1ccc(CNC(=O)c2ccc3nc(CCc4ccccc4)oc3c2)cc1	?	-23%	5%
COc1ccc2c(C)cc(SCC(=O)NC3CCCC3)nc2c1	-24%	?	0%
COc1ccc(CC(NC(C)=O)C(=O)N2CCN(C(=O)Nc3cccc(Cl)c3)CC2)cc1OC (stereo not given)	-3%	-23%	1%[56.1 µM]
Cc1ccc(NC(=O)c2cc([N+](=O)[O-])ccc2N2CCOCC2)cc1S(=O)(=O)N(C)C	-22%	-15%	3%
CC(=O)C1=CCC(c2ccccc2)N(S(=O)(=O)c2ccccc2)C1 (stereo not given)	29µM*	18µM*	/
CC1NC(C)c2c(ccc3ccccc23)O1 (stereo not given)	-12%	?	/
COCCCNC(=O)CCC(=O)Nc1ccc2nc(N3CCOCC3)cc(C)c2c1	2%	-12%	2%
CC(=C(CCOC(=O)C(C)C)SSC(CCOC(=O)C(C)C)=C(C)N(C=O)Cc1cnc(C)nc1N)N(C=O)Cc1cnc(C)nc1N	-20%	-20%	/
O=C(c1ccc(S(=O)(=O)N2CCC(c3nc4ccccc4s3)CC2)cc1)N1CCOCC1	?	-27%	-3%
COc1cccc(NC(=O)CSc2nc3ccccc3c(=O)n2CCCC(=O)N2CCCC2)c1	-20%	?	5%
Cc1ccccc1-c1cccc([C@@H]2C[C@H]3[C@H](CON3C)CN2C)c1	-5%	-22%	/
COCCn1c(SCC(=O)N(C)C2CCS(=O)(=O)C2)nc2ccccc2c1=O (stereo not given)	3%	-2%	-3%
COc1ccc(-c2nn(-c3ccccc3)cc2/C=C(\C#N)C(N)=O)cc1[N+](=O)[O-]	14%	-4%	-5%
CC(Oc1ccccc1)C(=O)Nc1ccccc1C(=O)OCc1cc(=O)n2nc(C3CC3)sc2n1 (stereo not given)	3.7µM*	7.3µM*	1%
Cc1cccc(C)c1NC(=O)Cn1c(=O)n(CCC(=O)NCc2ccco2)c(=O)c2sccc21	-20%	-12%	4%
Cc1cc(N2CCCC2)n2nc(C)nc2n1	20%	9%	0%
Cc1cc(NC(=O)C2C3C(=O)N(CC4CCCO4)C(C(=O)NCc4ccccc4)C34C=CC2(C)O4)no1 (stereo not given)	2%	-16%	-3%
CCOc1cccc(C(=O)Nc2ccc(NC(=O)c3ccccc3)c(C)c2)c1	?	?	/

By substructure, the entries above with a furan ring, fused or not
compound	TDP1 cell CPT	DT40 TDP1 no CPT	TDP1 block
COc1ccc(C(=O)NC(=S)NNC(=O)c2ccco2)cc1	18µM*	21µM*	0%
COc1ccc(NC(=O)COC(=O)c2ccc(Br)o2)cc1OC	-10%	-3%	0%
CCc1nn(CCCC(=O)N2CCN(c3cccc(OC)c3)CC2)c(=O)c2cc3occc3n12	-19%	-27%	0%
COc1cccc(N2CC(=O)Nc3c(oc4nc(-c5ccccc5)cc(C)c34)C2=O)c1	-18%	?	-4%
Cc1cccc(C)c1NC(=O)Cn1c(=O)n(CCC(=O)NCc2ccco2)c(=O)c2sccc21	-20%	-12%	4%

In the list so far, 2 contain a cyano group.
compound	TDP1 cell CPT	DT40 TDP1 no CPT	TDP1 block
Cc1nc(N)nc(Nc2ccc(C#N)cc2)c1Br	?	?	7%
COc1ccc(-c2nn(-c3ccccc3)cc2/C=C(\C#N)C(N)=O)cc1[N+](=O)[O-]	14%	-4%	-5%
